Screening data as filed in PubChem.
BAP1 block: inhibitors of human BAP1 deubiquitinase | recombinant BAP1, Ub-AMC hydrolysis fluorescence kinetic; hits give low values | activity remaining (% of control), % at 20 µM | 72,000 compounds, 0.48% hits;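 active means activity remaining at or below 50% of control, provided the compound also passes the data quality filters; inactive means the rest, including low values that fail the filters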;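 further: 100% = DMSO wells rate and 0% = substrate alone blank rate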
Target sequence (Q92560 whole entry, looked up): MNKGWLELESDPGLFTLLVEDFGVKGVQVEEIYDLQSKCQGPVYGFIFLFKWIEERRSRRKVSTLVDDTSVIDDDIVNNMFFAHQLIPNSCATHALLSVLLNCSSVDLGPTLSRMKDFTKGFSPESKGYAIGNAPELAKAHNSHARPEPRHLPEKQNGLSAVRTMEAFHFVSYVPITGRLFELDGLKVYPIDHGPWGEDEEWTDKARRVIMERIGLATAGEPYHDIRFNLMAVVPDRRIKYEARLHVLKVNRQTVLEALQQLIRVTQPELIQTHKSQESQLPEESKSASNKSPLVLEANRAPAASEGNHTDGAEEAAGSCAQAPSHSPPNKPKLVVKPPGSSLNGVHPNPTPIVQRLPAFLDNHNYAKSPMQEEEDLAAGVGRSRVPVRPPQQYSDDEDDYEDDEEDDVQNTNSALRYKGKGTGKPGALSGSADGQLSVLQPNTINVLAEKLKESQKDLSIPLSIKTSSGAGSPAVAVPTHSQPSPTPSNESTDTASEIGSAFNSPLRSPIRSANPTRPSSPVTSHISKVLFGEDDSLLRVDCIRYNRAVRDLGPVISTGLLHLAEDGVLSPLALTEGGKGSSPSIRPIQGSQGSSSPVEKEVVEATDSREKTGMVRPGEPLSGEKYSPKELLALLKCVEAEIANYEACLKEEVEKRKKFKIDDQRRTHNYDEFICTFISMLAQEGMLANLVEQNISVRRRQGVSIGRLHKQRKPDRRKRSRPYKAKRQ
HePTP inhibitor: inhibitors of human HePTP phosphatase; inhibition, % at 20 µM; 110,000 compounds, 0.64% hits; P35236; recombinant HePTP phosphatase activity, OD absorbance; AID 521; in the data active means inhibition above about 50%;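 further: plate controls were vehicle for no effect and reference inhibitor for full effect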
Target sequence (P35236 whole entry, looked up): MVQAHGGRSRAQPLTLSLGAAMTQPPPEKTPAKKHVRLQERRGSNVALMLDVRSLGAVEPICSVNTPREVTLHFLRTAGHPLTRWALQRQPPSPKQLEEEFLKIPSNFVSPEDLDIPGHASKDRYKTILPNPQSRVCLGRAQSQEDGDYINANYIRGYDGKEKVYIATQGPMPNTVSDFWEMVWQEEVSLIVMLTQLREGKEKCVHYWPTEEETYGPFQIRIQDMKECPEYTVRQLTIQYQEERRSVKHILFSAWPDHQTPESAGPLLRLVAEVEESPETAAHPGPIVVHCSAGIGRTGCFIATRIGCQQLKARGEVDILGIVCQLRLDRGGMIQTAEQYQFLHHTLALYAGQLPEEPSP
Numbers without * were called inactive; x = not tested or not shown; & = joins results of further samples. Compounds as they come; about 0.83% have a hit in one of these screens.

SMILES | BAP1 block | HePTP inhibitor
CCOc1ccc(S(=O)(=O)NCCN2CCOCC2)c2ccccc12 | 102.1 | -7.0
Cc1nc2c(-c3ccc(F)cc3)c(C)nn2c(C)c1CCC(=O)N1CCN(c2ccccn2)CC1 | 100.0 | 1.4
Cc1onc(-c2c(F)cccc2Cl)c1C(=O)Nc1ccc(S(=O)(=O)Nc2ncccn2)cc1 | 94.5 | 10.3
CCOC(=O)N1CCN(C(=O)C(c2ccccc2)c2ccccc2)CC1 | x | 4.6
COc1ccccc1NC(=O)c1cc2ccccc2o1 | 70.9 | -5.3
COc1ccc(Cl)cc1C(=O)Nc1ccc(O)c(-c2nc3ccccc3o2)c1 | x | 8.6
Cc1ccc(C(=O)Nc2nnc(-c3ccncc3)s2)o1 | x | -4.0
CCN1CCN(CCNC(=O)C2CCN(Cc3nc(-c4ccc(Cl)cc4)oc3C)CC2)CC1 | 100.7 | 1.4
COc1cccc(N2C(=O)C(O)=C(C(C)=O)C2c2ccc(OC)c(OC)c2)c1 (stereo not drawn) | 52.5 | 8.4
COc1cc(C2/C(=C(\O)c3ccc(F)cc3)C(=O)C(=O)N2CCCCCC(=O)O)ccc1O (stereo not drawn) | x | 0.0
Cc1ccccc1OCCCC(=O)Nc1ccc2c(c1)OCO2 | 81.5 | 4.4
Cc1oc(-c2ccccc2)cc1C(N)=O | 141.7 | 11.2&4.5
CCOC(=O)CSc1nc(N)c(C(=O)Nc2ccc(N(C)C)cc2)s1 | 56.6 | 3.7
Cc1n[nH]c(C)c1S(=O)(=O)NCCc1ccc(Cl)cc1 | 122.6 | 6.2
CCC(C)(C)C1CCc2c(sc(NC(=O)c3cnccn3)c2C(=O)OC)C1 (stereo not drawn) | x | -1.6
COc1ccc(N(CC(=O)NCc2cccc(OC)c2)S(=O)(=O)c2c(C)noc2C)cc1 | 110.2 | 2.7
CC1(C)Cc2ccccc2C(N/N=C/c2c(O)ccc3ccccc23)=N1 | x | 5.0
Nc1ccc(S(=O)(=O)O)c2cccc(O)c12 | x | 103.2*
CCCCc1[nH]c(=O)c(C#N)c2c1CSC(C)(C)C2 | 118.4 | 1.8
CCC(=O)Nc1ccc(N2CCN(Cc3ccccc3)CC2)cc1 | 98.4 | 0.8
O=C(Nc1ccc2nc(-c3cccs3)c(-c3cccs3)nc2c1)N1CCOCC1 | 130.5 | 9.2
NC1(C(=O)O)CCCCC1 | 93.7 | x
COC(=O)C(C)Sc1nc2c(c(=O)n1-c1ccccc1)SCC2 (stereo not drawn) | 80.8 | 8.2
CCCCNc1ncnc2c1cnn2-c1ccc(Cl)cc1 | 83.5 | 8.1
COc1ccc(-c2nn(-c3ccccc3)cc2C(=O)Nc2nc(CC(C)=O)ns2)cc1 | 142.5 | -9.4
COc1cc(CN2CCN(C(=O)c3ccc([N+](=O)[O-])cc3)CC2)cc(OC)c1OC | x | 4.8
CCN1CCN(c2ncnc3c2cnn3-c2ccccc2)CC1 | 94.9 | -0.5
O=S(=O)(N/N=C/c1cccc(Cl)c1)c1ccc(Cl)cc1 | x | -16.5
O=C1c2ccccc2C(=O)N1CCSc1nnc(-c2ccncc2)n1-c1ccccc1 | x | -3.9
CCn1cc(C2=NOC(C(=O)Nc3ccccc3C(=O)OC)C2)c(C)n1 (stereo not drawn) | 95.6 | -3.5
CCCCCCCC(=O)CCCC(=O)Nc1ccc(C)cc1 | x | -13.9
O=C(COC(=O)c1cc(S(=O)(=O)N2CCOCC2)ccc1Cl)Nc1ccc2c(c1)OCO2 | 99.3 | 2.5
COc1ccc(OC)c2c1CC(C)(C)NC2=O | 54.5 | 3.4
COC(=O)c1ccc(OC(=O)c2ccncc2)cc1OC(=O)c1ccncc1 | 63.7 | x
CC(C)CNC(=O)CN(c1cccc(Cl)c1)S(C)(=O)=O | x | 1.7
COc1ccc(CCNC(=O)/C(=C/c2ccc(C(C)C)cc2)NC(=O)c2ccccc2)cc1OC | x | 3.8
CCC(=O)Nc1nnc(SCC(=O)Nc2ccc(F)cc2)s1 | 103.4 | 8.7
O=C(COc1nsnc1N1CCOCC1)N1CCOCC1 | 100.7 | -5.0
O=C(Nc1ccc(Nc2ccccc2)cc1)c1cccc(Cl)c1 | x | 4.1
Cc1cc([N+](=O)[O-])c2[nH]c(C(=O)N/N=C/c3ccccn3)c(-c3ccccc3)c2c1 | x | 9.5
N#CCc1nc2n(n1)Cc1ccccc1-2 | x | -2.9
CCCC(=O)C1=C(C(=O)OC)C(C)(C)C/C1=N/OCC | x | 5.2
COc1ccc(/C=N/Nc2nc(-c3ccc(C)cc3)nc3ccccc23)cc1OC | x | -3.1
Clc1ccc(C(=C2CN3CCC2CC3)c2ccc(Cl)s2)s1 | 195.5 | x
O=C(Nc1nccs1)c1ccc(COc2ccc(F)cc2)o1 | 134.4 | 3.5
CC(=O)Oc1ccc2c(c1)c(C(C)=O)c(C)n2-c1ccccc1 | x | 5.4
O=C(c1ccccc1)c1nc[nH]c1C(=O)Nc1ccccn1 | 117.8 | -5.6
O=C(/C=C/c1ccc(-c2ccccc2Cl)o1)c1ccc(F)cc1 | x | -2.9
[N-]=[N+]=CC(=O)CCCN1C(=O)c2ccccc2C1=O | 99.9 | 8.8
O=C(CN1CCN(c2ccccc2F)CC1)Nc1ccccc1F | 88.8 | 2.6

More records
SMILES | BAP1 block | HePTP inhibitor
CCCCN(C)CCC(=O)Nc1ccc(OC)cc1OC | 95.5 | 7.5
Brc1cccc(CN2CCN(C3CCN(Cc4ccccc4)CC3)CC2)c1 | x | 8.8
CC(=O)N1N=C2CCCCC2C1C(C)C (stereo not drawn) | x | -6.8
Oc1ccccc1C(=S)N1CCCCCC1 | 51.2 | -0.6
CC(C)Cc1nc(N2CCOCC2)c(C#N)c2c1COC(C)(C)C2 | 88.8 | 2.9
CN(C)CCCNC(=O)Cc1ccc(Cl)cc1 | x | 1.8
CC(=O)Oc1ccc2cc(-c3nc4ccccc4n3C)c(=O)oc2c1 | 860.8 | -2.3
CCCc1c(C)[nH]c2c(OC)cccc2c1=O | x | -3.5
Cc1c(Cl)cccc1-c1ccc(C(=O)O)o1 | x | -1.3
CCOC(=O)CC1=Nc2ccccc2NC(=O)C1 | 96.6 | 0.3

Complete entries from above. Order of values: BAP1 block, HePTP inhibitor
CCC(C)(C)C1CCc2c(sc(NC(=O)c3cnccn3)c2C(=O)OC)C1 (stereo not drawn) as listed: x, -1.6
COc1ccc(Cl)cc1C(=O)Nc1ccc(O)c(-c2nc3ccccc3o2)c1 as listed: x, 8.6

Continuation.
SMILES | BAP1 block | HePTP inhibitor
COc1ccc(CNC(=O)C2CC(c3cccc(OC)c3)=NO2)cc1 (stereo not drawn) | 76.5 | 7.2
CS(=O)(=O)N1CCN(Cc2ccccn2)CC1 | x | 8.3
CCOC(=O)c1cccc(NC(=O)CSc2nc3cccnc3n2C)c1 | 102.4 | 9.2
CCCN1C(=O)C(O)(C2CC(=O)CC(C)(C)O2)c2ccccc21 (stereo not drawn) | 94.5 | -0.5
O=C(CNCC1CCCO1)N1CCCc2ccccc21 (stereo not drawn) | 119.0 | -3.7
O=C(O)CN1C(=O)C2C3C=CC(C3)C2C1=O (stereo not drawn) | 100.1 | 4.5
O=C(Nc1ccccc1-c1nnn(CC(=O)N2CCN(c3ccccc3)CC2)n1)c1cccs1 | 101.5 | -12.0
COC(=O)c1c(NC(=O)c2cccc(OC)c2)sc2c1CCCC2 | x | 7.9
COc1ccc(-c2nc3cc(NC(=O)COc4ccc([N+](=O)[O-])cc4)ccc3o2)cc1Br | x | 0.7
CC1CCCC(C)N1CC(O)COCc1ccc2c(c1)OCO2 (stereo not drawn) | x | 2.8
O=C(Nc1cccc2cccc(NC(=O)c3ccco3)c12)c1ccco1 | x | 4.7
Cc1ccc(Nc2cccccc2=O)cc1 | 90.3 | 4.4
O=C(CSc1nnc(-c2ccccc2F)o1)OCc1ccccc1 | 90.8 | 3.9
Cc1ccc(-c2ccccc2)n1-c1ccc(Cl)c(C(=O)O)c1 | x | -8.9
NC(=O)c1c(NC(=O)c2ccccc2[N+](=O)[O-])sc2c1CCCCCC2 | x | -7.9
COc1nc(NCCN2CCOCC2)nc(Nc2ccccc2)n1 | 147.4 | 3.8
Cc1nc(C)c(C(=O)C2=C(O)C(=O)N(CCCn3ccnc3)C2c2ccccc2)s1 (stereo not drawn) | 130.4 | -4.9
CCN(CC(O)Cn1c2ccccc2c2ccccc21)S(=O)(=O)c1ccc(C)cc1 (stereo not drawn) | x | -3.5
O=C(Nc1c(C(=O)N2CCCCC2)cnn1-c1ccccc1)c1cccc(F)c1 | x | 4.3
Cc1nc(SCC(=O)Nc2nnc(-c3ccccc3)s2)n[nH]1 | x | 1.5
O=C(COc1ccccc1)Nc1ccc(O)c(-c2nc3ccccc3o2)c1 | x | 5.4
Cc1ccc(NC(=O)CSc2nc3c(c(=O)[nH]2)CCC3)cc1C | 82.7 | 11.8
CCCn1c(SCC(=O)Nc2cccc(C)n2)nnc1-c1ccco1 | 94.1 | 7.4
COc1ccc2nc(NC3=NCCC3)sc2c1 | 108.0 | 6.2
COc1ccc(C(c2nnnn2C2CCCC2)N2CCN(C3CCCC3)CC2)cc1OC (stereo not drawn) | 102.2 | 7.9
COc1cccc(/C=N\N2CCN(c3ccc(C)cc3)CC2)c1O | x | -14.4
Cc1c(C(c2ccco2)c2c(C)n(C)n(-c3ccccc3)c2=O)c(=O)n(-c2ccccc2)n1C | x | 5.9
Nc1nonc1-c1noc(-c2ccccc2Br)n1 | 93.7 | 0.0
COc1cccc(/C=N/N2CCN(Cc3ccccc3Cl)CC2)c1 | x | -7.0
Clc1ccc(C2NN=C(Cc3ccccc3)S2)c(Cl)c1 (stereo not drawn) | x | -13.5
CC(=O)Oc1ccc2oc(C)c(C(=O)N3CCOCC3)c2c1 | 89.9 | 3.9
CCCN(Cc1cc2ccc(C)cc2[nH]c1=O)C(=O)c1ccccn1 | 94.1 | 6.2
CCOc1ccc(C(=O)/C=C/c2ccc(C(=O)OC)cc2)cc1 | x | 6.8
Cc1ccc(-n2ncc(C#N)c2/N=C/N2CCOCC2)cc1 | 74.0 | -6.3
COc1ccc(C(=O)Nc2nc(C34CC5CC(CC(C5)C3)C4)c(C)s2)cc1 | x | -13.5
O=C(O)CN1C(=O)Nc2ccc(Br)cc2C1c1ccccc1 (stereo not drawn) | x | 10.0
COc1ccc(C(=O)Nc2nc3ccc4ccccc4c3s2)c(OC)c1 | x | -3.8
CSC1=N/C(=C\C=C\c2cccs2)C(=O)S1 | 80.9 | 1.7
N/C(Cc1ccc(Cl)cc1)=N\OC(=O)c1ccc([N+](=O)[O-])cc1 | x | -10.6
CS(=O)(=O)N(Cc1ccccc1)c1ccc(C(=O)Nc2ccc(F)c(Cl)c2)cc1 | x | 1.2

Copied from the results shown, 26 compounds:
SMILES | BAP1 block | HePTP inhibitor
Cc1ccc(Nc2cccccc2=O)cc1 | 90.3 | 4.4
O=C(CSc1nnc(-c2ccccc2F)o1)OCc1ccccc1 | 90.8 | 3.9
Cc1ccc(-c2ccccc2)n1-c1ccc(Cl)c(C(=O)O)c1 | x | -8.9
NC(=O)c1c(NC(=O)c2ccccc2[N+](=O)[O-])sc2c1CCCCCC2 | x | -7.9
COc1nc(NCCN2CCOCC2)nc(Nc2ccccc2)n1 | 147.4 | 3.8
Cc1nc(C)c(C(=O)C2=C(O)C(=O)N(CCCn3ccnc3)C2c2ccccc2)s1 (stereo not drawn) | 130.4 | -4.9
CCN(CC(O)Cn1c2ccccc2c2ccccc21)S(=O)(=O)c1ccc(C)cc1 (stereo not drawn) | x | -3.5
O=C(Nc1c(C(=O)N2CCCCC2)cnn1-c1ccccc1)c1cccc(F)c1 | x | 4.3
Cc1nc(SCC(=O)Nc2nnc(-c3ccccc3)s2)n[nH]1 | x | 1.5
O=C(COc1ccccc1)Nc1ccc(O)c(-c2nc3ccccc3o2)c1 | x | 5.4
Cc1ccc(NC(=O)CSc2nc3c(c(=O)[nH]2)CCC3)cc1C | 82.7 | 11.8
CCCn1c(SCC(=O)Nc2cccc(C)n2)nnc1-c1ccco1 | 94.1 | 7.4
COc1ccc2nc(NC3=NCCC3)sc2c1 | 108.0 | 6.2
COc1ccc(C(c2nnnn2C2CCCC2)N2CCN(C3CCCC3)CC2)cc1OC (stereo not drawn) | 102.2 | 7.9
COc1cccc(/C=N\N2CCN(c3ccc(C)cc3)CC2)c1O | x | -14.4
Cc1c(C(c2ccco2)c2c(C)n(C)n(-c3ccccc3)c2=O)c(=O)n(-c2ccccc2)n1C | x | 5.9
Nc1nonc1-c1noc(-c2ccccc2Br)n1 | 93.7 | 0.0
COc1cccc(/C=N/N2CCN(Cc3ccccc3Cl)CC2)c1 | x | -7.0
Clc1ccc(C2NN=C(Cc3ccccc3)S2)c(Cl)c1 (stereo not drawn) | x | -13.5
CC(=O)Oc1ccc2oc(C)c(C(=O)N3CCOCC3)c2c1 | 89.9 | 3.9
CCCN(Cc1cc2ccc(C)cc2[nH]c1=O)C(=O)c1ccccn1 | 94.1 | 6.2
CCOc1ccc(C(=O)/C=C/c2ccc(C(=O)OC)cc2)cc1 | x | 6.8
Cc1ccc(-n2ncc(C#N)c2/N=C/N2CCOCC2)cc1 | 74.0 | -6.3
COc1ccc(C(=O)Nc2nc(C34CC5CC(CC(C5)C3)C4)c(C)s2)cc1 | x | -13.5
O=C(O)CN1C(=O)Nc2ccc(Br)cc2C1c1ccccc1 (stereo not drawn) | x | 10.0
COc1ccc(C(=O)Nc2nc3ccc4ccccc4c3s2)c(OC)c1 | x | -3.8

Carrying on:
SMILES | BAP1 block | HePTP inhibitor
Cc1cc(C)cc(-n2nnnc2SCC(=O)Nc2cccc(NC(=O)c3ccco3)c2)c1 | 64.5 | 8.0
NC(=O)CC(NC(=O)OCc1ccccc1)C(=O)O (stereo not drawn) | 82.8 | 8.0
O=C(OCC#CCSc1nc2ccccc2o1)c1ccco1 | 90.9 | 12.3
N#Cc1c(-c2cccs2)cc(-c2cccnc2)nc1N | x | 10.2
CN(C(=S)Nc1ccccc1)c1ccccc1 | x | 102.5*
O=C(O)c1ccccc1C(=O)NCc1ccc(F)cc1 | 99.2 | -6.0
C=C1CC2C=C(NC(C)=O)CC(C1)C2 (stereo not drawn) | 88.8 | 6.7
